Vif-A3G inh: qHTS for Inhibitors of Vif-A3G Interactions: qHTS; DNA dC->dU-editing enzyme APOBEC-3G (Homo sapiens), Q9HC16; HeLa A3G-eYFP + Vif (tagged APOBEC3G with the HIV-1 protein that degrades it), YFP fluorescence, overnight; Potency, µM (top dose mostly 46.1 µM), for inactives: at the top dose activity, negative = active, usual class: inhibitors; actives 0.076% (n = 410,000); AID 602310, 2012;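 note: potency is the fitted concentration of half-maximal effect; % is set by controls: 0 for no effect and ±100 for the full control effect; nearly all actives have a fitted effect of over 60% in size; hits raise eYFP signal because A3G escapes Vif-driven loss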
Target sequence (Q9HC16 whole entry, looked up): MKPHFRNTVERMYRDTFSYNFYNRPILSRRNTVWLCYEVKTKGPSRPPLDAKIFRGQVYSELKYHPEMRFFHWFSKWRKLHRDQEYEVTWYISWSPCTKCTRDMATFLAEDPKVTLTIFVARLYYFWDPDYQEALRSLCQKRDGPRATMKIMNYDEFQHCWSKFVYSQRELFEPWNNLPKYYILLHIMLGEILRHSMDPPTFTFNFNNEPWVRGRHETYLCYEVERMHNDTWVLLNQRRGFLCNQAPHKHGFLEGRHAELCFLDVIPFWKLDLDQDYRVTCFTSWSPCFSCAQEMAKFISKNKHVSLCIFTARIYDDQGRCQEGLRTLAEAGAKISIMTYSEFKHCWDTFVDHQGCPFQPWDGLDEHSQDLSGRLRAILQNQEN
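HeLa cells stably expressing Vif and C-terminally eYFP-tagged A3G, seeded overnight at 37 deg C, then exposed to compound by pintool overnight at 37 deg C. Rise in yellow fluorescence (Ex 488/Em 500-530, Acumen) marks blocked Vif-driven A3G degradation.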
GRP78 ERSR act: qHTS for Inducers of the Endoplasmic Reticulum Stress Response (ERSR) in Human Glioma: qHTS; AID 602332, 2012; Potency, µM, inactives show at the highest dose activation, most hits filed as activators; U87-MG GRP78 promoter luciferase reporter, 16 h; actives 0.02% (n = 420,000); note: potency is the fitted concentration of half-maximal effect; series mostly up to about 76 µM; % of control where 0% means no effect; nearly all actives have a fitted effect of over 35% in size
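ERSR induction read as luciferase luminescence (Bright-Glo, 10 min at room temperature) in stably transfected human U87-MG glioma cells exposed to compounds for 16 h, using GRP78 as sensor.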
RXFP1 ag: qHTS Assay for Agonists of the Relaxin Receptor RXFP1; actives 0.3% (n = 370,000); Potency, µM (top dose mostly 57.5 µM), for the others: at the top dose activation, most hits filed as activators; AID 2676, 2010; Relaxin receptor 1 (Homo sapiens), Q9HBX9; HEK293T-RXFP1 cAMP TR-FRET, 30 min; response scale: percent of porcine relaxin response, buffer zero; note: potency is the fitted concentration of half-maximal effect; % is set by controls: 0 for no effect and ±100 for the full control effect; nearly all actives have a fitted effect of over 60% in size; many of its hits are not listed in these tables
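Agonist response is measured as cAMP accumulation in an RXFP1-transfected HEK293T line under PDE4 inhibition. Values are scaled between buffer-only and 29 nM porcine relaxin, and EC50s come from standard Hill equation fits.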
Vif-A3F inh: qHTS for Inhibitors of Vif-A3F Interactions: qHTS. HeLa A3F-eYFP + Vif (tagged APOBEC3F with the HIV-1 protein that degrades it), YFP fluorescence increase. actives 0.2% (n = 390,000). Potency, µM (highest dose often 46.1 µM), without a hit: top-dose activity, negative = active; note: potency is the fitted concentration of half-maximal effect; % of control where 0% means no effect; nearly all actives have a fitted effect of over 65% in size
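Fluorescence increase (Ex 488/Em 500-530) after overnight compound treatment at 37 deg C flags inhibition of Vif-driven A3F-eYFP loss in stable HeLa A3F-eYFP/Vif cells seeded overnight beforehand.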
PI4K2A inh: qHTS for small molecular inhibitors of PI4K2A | actives 0.13% (n = 420,000) | AID 1346378, 2018 | activity change, negative = inhibition, % at 76.9 µM | purified PI4K2A, ADP-Glo luminescence, 1 h; active compounds read low | Phosphatidylinositol 4-kinase type 2-alpha (Homo sapiens), Q9BTU6; in the data active = activity change below about -50%; inconclusive = mostly about -30% to -49%;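 note: -100% = wells without enzyme as full effect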
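PI4K2A activity was measured by ADP-Glo luminescence: enzyme (4 ug/mL stock) and phosphatidylinositol (1.2 mM stock) in Tris pH 7.5/MgCl2/EGTA/Triton X-100 buffer were reacted with ATP (300 microM stock) for one hour at ambient temperature.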
TrxR1 substrate: qHTS Assay for Substrates of Mammalian Selenoprotein Thioredoxin Reductase 1 (TrxR1): qHTS | Thioredoxin reductase 1, cytoplasmic (Rattus norvegicus), O89049 | purified TrxR1 substrate turnover, NADPH consumption readout | Potency, µM (series often up to 114 µM), for inactives: at the highest dose activity change, negative = substrate turnover | actives 0.01% (n = 390,000); note: potency is the fitted concentration of half-maximal effect; % is set by controls: 0 for no effect and ±100 for the full control effect; nearly all actives have a fitted effect of over 50% in size
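Rat TrxR1, dispensed at 90 nM, was prereduced with 400 uM NADPH (final) for 5 min at ~22 deg C, then incubated with compound 15 min before 400 uM selenite. A first-read NADPH fluorescence drop versus no-compound background flagged substrates.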
mIDH1 inhibitor: qHTS for Inhibitors of mutant isocitrate dehydrogenase 1 (IDH1): qHTS; Isocitrate dehydrogenase [NADP] cytoplasmic (Homo sapiens), O75874; Potency, µM (highest dose often 76.6 µM), for inactives: top-dose activity change, negative = inhibition, most hits filed as inhibitors; actives 0.093% (n = 390,000); IDH1-R132H enzyme, NADPH consumption, diaphorase/resazurin fluorescence; AID 602179, 2012; note: potency is the fitted concentration of half-maximal effect; % is set by controls: 0 for no effect and ±100 for the full control effect; nearly all actives have a fitted effect of over 65% in size
Target sequence (O75874 whole entry R132H, stated change not applied): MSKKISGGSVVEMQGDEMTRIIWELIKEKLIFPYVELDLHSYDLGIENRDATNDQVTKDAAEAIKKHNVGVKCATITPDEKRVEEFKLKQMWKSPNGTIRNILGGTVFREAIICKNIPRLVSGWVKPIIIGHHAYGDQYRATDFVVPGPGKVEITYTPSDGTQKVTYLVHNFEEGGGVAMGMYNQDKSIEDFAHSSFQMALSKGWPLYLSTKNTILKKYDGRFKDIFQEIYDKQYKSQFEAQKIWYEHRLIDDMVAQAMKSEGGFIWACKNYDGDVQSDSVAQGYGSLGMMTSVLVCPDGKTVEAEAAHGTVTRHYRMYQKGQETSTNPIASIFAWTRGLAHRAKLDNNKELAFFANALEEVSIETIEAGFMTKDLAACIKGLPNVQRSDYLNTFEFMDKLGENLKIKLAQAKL
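IDH1-R132H (0.5 ug/mL) preincubated 30 min with compound, then NADPH (0.016 mM) and alpha-KG (2 mM) added; 80 min at RT, pH 7.5. Remaining NADPH coupled via diaphorase/resazurin to fluorescence (540/590 nm); concentration-response curves normalized to no-enzyme control.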
LDHA block: qHTS assay for inhibitors of human lactate dehydrogenase | activity change, % (values are at about 110 or 230 µM) | actives 0.15% (n = 480,000) | L-lactate dehydrogenase A chain (Homo sapiens), P00338 | purified LDHA, NADH/diaphorase-resazurin fluorescence; active compounds read low; in the data active = activity change below about -30%; inconclusive = mostly about -25% to -30%;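 note: plate controls were DMSO wells for no effect and wells without enzyme for full effect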
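Human LDH5 at 2 nM final in Tris HCl pH 7.4 with 0.06 mM NADH and 0.2 mM pyruvate, reacted 5 minutes at room temperature. Remaining NADH coupled via diaphorase/resazurin; resorufin fluorescence read at 0 and 20 minutes, normalized to enzyme-free and DMSO wells.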
USP1 inh: Inhibitors of USP1/UAF1: Primary Screen | Ubiquitin carboxyl-terminal hydrolase 1 (Homo sapiens), O94782 | recombinant USP1/UAF1, Ub-Rhodamine cleavage fluorescence | Potency, µM (series often up to 57.1 µM), for the others: at the top dose activity change, negative = inhibition, most hits filed as inhibitors | actives 0.23% (n = 390,000) | AID 743255, 2014; note: potency is the fitted concentration of half-maximal effect; % is set by controls: 0 for no effect and ±100 for the full control effect; nearly all actives have a fitted effect of over 60% in size; inactives centre near -12
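USP1/UAF1 complex at 1 nM was preincubated with compound for 15 min at room temperature, then Ub-Rho substrate (150nM final) was added. Fluorescence (480/540 nm) was read kinetically, 6 reads every 60 seconds.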
Numbers without * were called inactive; ? = inconclusive; / = no result given; [ ] = another dose, or the depositor's remark. Unless noted, calls come from the whole dose curve; as a rule, active = well fitted curve in the direction sought with a large enough effect; inconclusive = small, poorly fitted or top-dose-only effect, or another doubt; inactive = no such curve, though single readings can be large; an effect the other way counts as inactive or inconclusive.

| item | compound | Vif-A3G inh | GRP78 ERSR act | RXFP1 ag | Vif-A3F inh | PI4K2A inh | TrxR1 substrate | mIDH1 inhibitor | LDHA block | USP1 inh |
| --- | --- | --- | --- | --- | --- | --- | --- | --- | --- | --- |
| 1 | CCc1ccc(CNC(=O)C2CCN(S(=O)(=O)N3CC(C)CC(C)C3)CC2)cc1 (configuration not stated) | -7% | -2% | 3.9% | 4% | -5 | 5% | -3% | -5 | -17% |
| 2 | Cc1ccc(C(=O)O)cc1NC1(c2ccccc2)C(=O)c2ccccc2C1=O | 1% | -4% | 1.7% | -6% | 4 | 3% | 13% | 1 | -19% |
| 3 | Cc1ccc(NC(=O)CCn2nc(-c3ccccc3)c3ccccc3c2=O)c(C)c1 | 3% | -5% | 6.1% | -7% | -2 | -3% | 0% | -3 | -21% |
| 4 | CC(=O)Nc1nnc(CCS(=O)(=O)c2ccc(Cl)cc2)s1 | 1% | -5% | 4.8% | -7% | 1 | 2%[57.1 µM] | 7% | -6 | 7% |
| 5 | Cc1ccc(C(=O)NC2CC(C)(C)NC(C)(C)C2)cc1S(=O)(=O)N1CCCCC1 | 1% | -3% | 2.0% | -2% | -2 | -2%[57.1 µM] | -1% | -4 | -14% |
| 6 | Cn1ncc2c(NNC(=O)c3ccc(Cl)cc3Cl)ncnc21 | 1% | -2% | 8.5% | 4% | 9 | -2% | 5% | 6 | -9% |
| 7 | Cc1ccccc1OCC(=O)N(Cc1ccc(N(C)C)cc1)C1CCS(=O)(=O)C1 (configuration not stated) | 2% | -3% | 2.6% | -7% | -5 | -1% | 3% | 8 | -5% |
| 8 | Cn1nc(C(C)(C)C)c([N+](=O)[O-])c1C(=O)Nc1ccc(Br)cc1 | 1% | -3% | 0.2% | 4% | 4 | -15% | 5% | -2 | -18% |
| 9 | CCOc1ccc(N2CC(C(=O)Nc3ccccc3C(=O)NC3CC3)CC2=O)cc1 (configuration not stated) | 1% | -2% | 4.4% | ? | 6 | 3%[0.457 µM] | -4% | 0 | -7% |
| 10 | C=CC[C@]12CCc3sccc3C1N(c1ccc(C(=O)OCC)cc1)C2=O (some centres not stated) | -2% | -5% | -0.9% | 3% | -2 | 0% | 3% | 1 | -1% |
| 11 | O=C(O)CSc1ncnc2sc3c(c12)CCC3 | 5% | -4% | ? | -3% | -7 | 15% | -1% | 1 | -22% |
| 12 | CCN1CCN(S(=O)(=O)c2ccc(Cl)c(C(=O)N(CC)CC(=O)Nc3ccc(OC)cc3)c2)CC1 | 2% | -3% | 1.9% | -5% | -3 | 0% | -1% | -18 | -23% |
| 13 | O=C(Oc1c(-c2ccccc2Cl)oc2ccccc2c1=O)c1ccc(Cl)cc1 | -11% | 3% | 3.9% | -9% | -5 | 3% | -1% | -7 | -15% |
| 14 | COc1cccc(C2C(C(=O)Nc3ccc(Cl)cc3)=C(C)Nc3nc4ccccc4n32)c1OC (configuration not stated) | -2% | 2% | 0.2% | -12% | 4 | 19% | -4% | -1 | -28% |
| 15 | O=C1CC(=O)C(n2cncn2)C(c2cccc(Cl)c2)C1 (configuration not stated) | 0% | 0% | -1.6% | -1% | -7 | 1%[57.1 µM] | 0% | -6 | -16% |
| 16 | Cc1ccc(O)c(CNn2cnnc2)c1 | 0% | -4% | -1.5% | -2% | 2 | -7% | -6% | -1 | -8% |
| 17 | COC(=O)c1ccccc1NC(=O)c1ccc(NS(C)(=O)=O)cc1 | 0% | 0% | 1.2% | -10% | -10 | -4% | 2% | 1 | -14% |
| 18 | COc1cc(C(=O)NC(=S)Nc2cccc3nc(C)ccc23)cc(OC)c1OC | -3% | -3% | ? | -9% | -2 | 5%[57.1 µM] | 10% | -1 | 1% |
| 19 | C[C@@H]1CN([C@@H](C)CO)C(=O)c2cc(NC(=O)C3CC3)ccc2O[C@H]1CN(C)C | 0% | -3% | / | -7% | -7 | 5% | -9% | -2 | -20% |
| 20 | COc1ccc2c(c1)C1NC(=S)NC(C)(O2)C1C(=O)Nc1ccccc1C (configuration not stated) | 1% | 0% | -0.6% | -3% | -4 | -7% | 4% | -12 | -3% |
| 21 | C[C@H](CO)N1C[C@H](C)[C@H](CN(C)S(=O)(=O)c2cccs2)Oc2ccc(NC(=O)Nc3ccc4c(c3)OCO4)cc2CC1=O | -14% | 3% | / | -9% | -3 | 5%[57.1 µM] | 0% | 3 | -19% |
| 22 | CCOc1cccc2cc(C(=O)NCc3cccnc3)c(=O)oc12 | 1% | -1% | 7.8% | -6% | 7 | 12% | 1% | -5 | -17% |
| 23 | CSc1nc2[nH]c3c(c2c2ncnn12)CCCC3 | -6% | -3% | 1.9% | -9% | -11 | -6% | 10% | -3 | -9% |
| 24 | CCCCN(CC)C(=S)Nc1ccc2nc3n(c(=O)c2c1)CCCCC3 | -2% | -4% | 4.4% | 0% | 8 | 2% | 5% | 5 | -3% |
| 25 | COc1ccccc1C(=O)Nc1ccncc1 | -5% | -2% | 1.8% | 0% | 1 | 2% | -3% | 0 | -4% |
| 26 | CCSC1=N/C(=C\c2cccc(F)c2)C(=O)S1 | -3% | -1% | 2.2% | 3% | -2 | 3% | 0% | -6 | -14% |
| 27 | Cc1c(C(=O)N2CCN(S(=O)(=O)c3ccc(F)cc3)CC2)oc2ccccc12 | 1% | -3% | 0.5% | 2% | -1 | 7% | 4% | -5 | -14% |
| 28 | CCC[N+]1(CC#CC(O)(c2ccccc2)C2CCCCC2)CCCCC1 (configuration not stated) | 0% | -5% | -1.4% | -11% | -2 | 6%[57.1 µM] | 2% | -4 | 0% |
| 29 | Cc1oc(-c2ccccc2Cl)nc1CSCC(=O)NC1CC1 | -8% | -3% | 0.5% | -6% | 1 | 5% | 4% | -10 | -11% |
| 30 | Cc1cc(OCC(=O)OCC(=O)NCC2CCCO2)ccc1Cl (configuration not stated) | 1% | -4% | -0.1% | -6% | 1 | 10% | -5% | -1 | -26% |
| 31 | CCn1c(=O)c(=O)[nH]c2cc(C(=O)NCC3CCCCC3)ccc21 | 3% | -1% | 0.2% | -6% | 4 | 1% | 0% | 3 | -16% |
| 32 | CC1(C)CNc2cc([N+](=O)[O-])ccc2S1 | -7% | 8% | 0.5% | 0% | 1 | -6% | 11% | -9 | 1% |
| 33 | COc1ccc(C(=O)N2CCN(Cc3cn[nH]c3-c3ccc(OC)cc3F)CC2)cc1 | 1% | -3% | 0.1% | -1% | -1 | 6% | 10% | 1 | -15% |
| 34 | Cc1c(C(=O)N2CCCCCC2)c(S(=O)(=O)Nc2cccc(C#N)c2)c(C)n1C | 4% | -3% | 0.1% | -4% | 0 | 4%[57.1 µM] | -11% | -2 | 1% |
| 35 | NNc1nc(-c2ccccc2Cl)nc2ccccc12 | -6% | -5% | -1.3% | -7% | 8 | -1% | 9% | 2 | -14% |
| 36 | Cc1ccc(-c2nc(N)s[n+]2-c2ccccc2)cc1 | 1% | 1% | 0.1% | -3% | -6 | -8% | 1% | 3 | -18% |
| 37 | CCO[C@H]1OC(C(=O)O)=C[C@@H](c2ccc(C(F)(F)F)cc2)[C@@H]1CCCO | 3% | -3% | 6.6% | -7% | 2 | 1% | 10% | -9 | -13% |
| 38 | Cc1ccccc1NP(=O)(c1ccccc1)c1nc2ccccc2s1 (configuration not stated) | -5% | 2% | 1.5% | 13% | -4 | -11% | 18% | -6 | -8% |
| 39 | CCOc1ccc(NC(=O)CCNS(=O)(=O)c2ccc(Br)s2)cc1 | 0% | -3% | -0.1% | -8% | -1 | 6% | 7% | -1 | ? |
| 40 | Cc1c(NC(=O)COC(=O)c2ccc(Br)o2)c(=O)n(-c2ccccc2)n1C | 1% | -4% | 3.7% | -7% | -6 | 83% | 6% | 7 | -13% |
| 41 | Nc1ccc(C(=O)N/N=C/c2cn(Cc3ccccc3)c3ccccc23)cc1 | -1% | 0% | 0.8% | -8% | 2 | 7% | 3% | 1 | -21% |
| 42 | O=C1CC(C(=O)N2CCC(N3CCC(C(=O)NC4CC4)CC3)CC2)c2ccccc21 (configuration not stated) | -1% | -5% | -4.4% | 11% | 0 | 2% | 5% | -4 | 3% |
| 43 | O=[N+]([O-])c1ccc(SCc2c(F)cccc2Cl)nc1 | -1% | 3% | -0.8% | -2% | 9 | -2% | 7% | -2 | -18% |
| 44 | COc1cccc(C2CC(=O)C3=C(C2)Nc2ccccc2N(C(=O)CCC(=O)O)C3c2ccc(F)cc2)c1 (configuration not stated) | 1% | -3% | 2.0% | 3% | 7 | 5% | -3% | -3 | -3% |
| 45 | Cc1ccc(NC(=O)CCc2c(C)nc3nc(C)nn3c2C)c(Cl)c1 | -1% | -2% | 4.3% | 2% | -4 | 5% | -5% | 2 | -24% |

An excerpt (hit frequency here may not be typical).
